# USP10 block: inhibitors of human USP10 deubiquitinase. Ubiquitin carboxyl-terminal hydrolase 10 (Homo sapiens), Q14694. purified USP10, Ub-rhodamine fluorescence, 60 min. inhibition, % at 20 µM. 47,000 tested, 1.1% active. AID 1645856, 2021
# USP17 inh: inhibitors of human USP17 deubiquitinase; inhibition, % at 50 µM; purified USP17, Ub-rhodamine cleavage fluorescence, 3 h; Ubiquitin carboxyl-terminal hydrolase 17-like protein 5 (Homo sapiens), A8MUK1; 47,000 tested, 6.5% active; AID 1645855, 2021
# USP8 block: inhibitors of human USP8 deubiquitinase | AID 1645853, 2021 | 47,000 tested, 4.2% active | purified USP8, Ub-rhodamine cleavage fluorescence, 30 min | Ubiquitin carboxyl-terminal hydrolase 8 (Homo sapiens), P40818 | inhibition, % at 20 µM
# UCHL1 block: inhibitors of human UCHL1 deubiquitinase. Ubiquitin carboxyl-terminal hydrolase isozyme L1 (Homo sapiens), P09936. purified UCHL1, Ub-rhodamine cleavage fluorescence. inhibition, % at 20 µM. 47,000 tested, 0.2% active. AID 1645859, 2021
# OTUD3 inh: inhibitors of human OTUD3 deubiquitinase; purified OTUD3, Ub-rhodamine fluorescence, 2 h; OTU domain-containing protein 3 (Homo sapiens), Q5T2D3; 47,000 tested, 0.7% active; AID 1645858, 2021; inhibition, % at 25 µM
# Target sequence (Q5T2D3 whole entry, looked up, the tested form may be a part): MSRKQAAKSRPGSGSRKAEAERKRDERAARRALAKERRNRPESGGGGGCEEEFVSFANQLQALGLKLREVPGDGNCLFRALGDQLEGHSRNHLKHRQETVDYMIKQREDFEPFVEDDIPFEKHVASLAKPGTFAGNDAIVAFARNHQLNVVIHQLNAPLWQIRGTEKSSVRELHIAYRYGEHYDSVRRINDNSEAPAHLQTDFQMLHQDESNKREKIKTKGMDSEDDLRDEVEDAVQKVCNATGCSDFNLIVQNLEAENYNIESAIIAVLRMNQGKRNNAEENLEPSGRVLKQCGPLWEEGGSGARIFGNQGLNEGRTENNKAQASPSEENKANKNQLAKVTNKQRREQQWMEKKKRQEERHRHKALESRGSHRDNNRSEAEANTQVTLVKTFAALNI
# USP30 block: inhibitors of human USP30 deubiquitinase | Ubiquitin carboxyl-terminal hydrolase 30 (Homo sapiens), Q70CQ3 | purified USP30, Ub-rhodamine cleavage fluorescence | inhibition, % at 25 µM | 47,000 tested, 5.3% active | AID 1645860, 2021
# Target sequence (Q70CQ3 whole entry, looked up): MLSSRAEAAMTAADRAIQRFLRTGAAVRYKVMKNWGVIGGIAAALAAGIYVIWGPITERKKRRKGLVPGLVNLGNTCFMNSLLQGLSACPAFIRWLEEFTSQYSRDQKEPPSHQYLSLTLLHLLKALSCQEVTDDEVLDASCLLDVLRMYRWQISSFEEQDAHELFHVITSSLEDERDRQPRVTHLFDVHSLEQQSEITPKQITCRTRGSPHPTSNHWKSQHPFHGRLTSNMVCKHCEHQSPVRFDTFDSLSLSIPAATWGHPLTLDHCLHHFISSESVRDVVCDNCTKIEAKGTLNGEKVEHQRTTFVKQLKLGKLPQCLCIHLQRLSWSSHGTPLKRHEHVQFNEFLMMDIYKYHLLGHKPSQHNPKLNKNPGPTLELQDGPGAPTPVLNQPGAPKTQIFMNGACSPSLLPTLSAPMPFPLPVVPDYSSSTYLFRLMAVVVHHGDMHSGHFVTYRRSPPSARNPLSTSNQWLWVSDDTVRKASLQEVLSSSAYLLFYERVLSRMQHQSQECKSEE
# USP7 inh: inhibitors of human USP7 deubiquitinase; Ubiquitin carboxyl-terminal hydrolase 7 (Homo sapiens), Q93009; AID 1645854, 2021; purified USP7, Ub-rhodamine cleavage fluorescence; 47,000 tested, 0.3% active; inhibition, % at 20 µM
# USP28 inh: inhibitors of human USP28 deubiquitinase; Ubiquitin carboxyl-terminal hydrolase 28 (Homo sapiens), Q96RU2; purified USP28, Ub-rhodamine cleavage fluorescence, 30 min; inhibition, % at 25 µM; 47,000 tested, 3% active
# The depositor's hits bear a star; i = inactive; · = not tested or not shown. Rule as the data show it: active = inhibition above about 30%; inactive = the rest.
# Start of the listing, in advance:
entry	USP10 block	USP17 inh	USP8 block	UCHL1 block	OTUD3 inh	USP30 block	molecule	USP7 inh	USP28 inh
1	2	·	-25	4	-1	-17	COc1ccc(OC)c(NC(=O)C2=C(C)Nc3ncnn3C2c2cccc(OC)c2OCc2ccccc2)c1 (stereo not drawn)	2	-8
2	-6	-6	7	-2	4	-2	O=C(C1CCc2nc(N3CCOCC3)ncc2C1)N1CCCCCC1 (stereo not drawn)	-3	-2
3	9	13	14	5	22	39*	c1ccc2c(-c3nc(C4CC4)no3)nnc(NC3CCCC3)c2c1	4	36*
4	-2	-10	0	-1	-26	-27	Cc1ccc(NC(=O)CC2COc3ccccc3NC2=O)c(C)c1 (stereo not drawn)	-5	-4
5	0	8	2	1	-11	-4	Cc1ccc2c(c1)N(C(=O)Cn1ccc3ccn(C)c3c1=O)CCO2	2	9
6	10	0	5	0	-7	6	CCc1nc(SCC(=O)NC2CCCCC2)c2oc3ccccc3c2n1	4	-7
7	6	65*	94*	10	1	22	Cc1cccc(NC(=O)c2noc3c2CCc2sccc2-3)n1	-6	15
8	2	2	-152	2	10	23	Cc1ccc2c(c1)C(Cc1ccccc1)C(=O)N2 (stereo not drawn)	0	8
9	1	2	0	1	1	4	COc1ccc(CCNC(=O)c2cnn3c(C)cc(C)nc23)cc1OC	0	2
10	-7	16	9	-5	-11	-33	Cc1ccccc1CCNCc1c(C(=O)O)c(C)n(-c2ccccc2)c1C	-1	-5
11	0	6	17	0	11	14	Cc1cnc(-c2nnc(C3CCCCN3S(=O)(=O)c3cccc(F)c3)o2)cn1 (stereo not drawn)	3	10
12	0	-14	-33	1	-3	-5	CN(CC(=O)Nc1cccc(C(F)(F)F)c1)Cc1nc2ccccc2c(=O)[nH]1	-2	2
13	3	70*	11	-1	-1	-1	Cc1c(C)n(-c2ccccc2)c2ncn(CC(=O)NCCCc3ccccc3)c(=O)c12	-7	-2
14	-1	-4	-62	1	4	3	CC(=O)Nc1ccc(Nc2cc(N3CCCCC3)nc(C)n2)cc1	0	6
15	-7	-203	-14	-109	-185	i	Nc1nc(-c2ccc[nH]2)cs1	-137	-254
16	-5	5	44*	-5	-38	-254	COc1ccc(OCc2nc(-c3ccc(N4CCCCCC4)nc3)no2)cc1	0	-16
17	2	19	23	4	10	28	Cn1nc(C(=O)NCCc2ccco2)c2c1-c1ccsc1CC2	-23	24
18	5	37*	21	3	14	24	COc1ccc(-c2noc(NCCc3ccccc3)n2)cc1	-9	15
19	-7	-34	-9	-4	-16	-27	CC(=O)N1CCN(c2nc3c(s2)CC(C(=O)Nc2cccc(C)c2)CC3)CC1 (stereo not drawn)	·	-9

# The listing, repeating the preview:
entry	USP10 block	USP17 inh	USP8 block	UCHL1 block	OTUD3 inh	USP30 block	molecule	USP7 inh	USP28 inh
1	2	·	-25	4	-1	-17	COc1ccc(OC)c(NC(=O)C2=C(C)Nc3ncnn3C2c2cccc(OC)c2OCc2ccccc2)c1 (stereo not drawn)	2	-8
2	-6	-6	7	-2	4	-2	O=C(C1CCc2nc(N3CCOCC3)ncc2C1)N1CCCCCC1 (stereo not drawn)	-3	-2
3	9	13	14	5	22	39*	c1ccc2c(-c3nc(C4CC4)no3)nnc(NC3CCCC3)c2c1	4	36*
4	-2	-10	0	-1	-26	-27	Cc1ccc(NC(=O)CC2COc3ccccc3NC2=O)c(C)c1 (stereo not drawn)	-5	-4
5	0	8	2	1	-11	-4	Cc1ccc2c(c1)N(C(=O)Cn1ccc3ccn(C)c3c1=O)CCO2	2	9
6	10	0	5	0	-7	6	CCc1nc(SCC(=O)NC2CCCCC2)c2oc3ccccc3c2n1	4	-7
7	6	65*	94*	10	1	22	Cc1cccc(NC(=O)c2noc3c2CCc2sccc2-3)n1	-6	15
8	2	2	-152	2	10	23	Cc1ccc2c(c1)C(Cc1ccccc1)C(=O)N2 (stereo not drawn)	0	8
9	1	2	0	1	1	4	COc1ccc(CCNC(=O)c2cnn3c(C)cc(C)nc23)cc1OC	0	2
10	-7	16	9	-5	-11	-33	Cc1ccccc1CCNCc1c(C(=O)O)c(C)n(-c2ccccc2)c1C	-1	-5
11	0	6	17	0	11	14	Cc1cnc(-c2nnc(C3CCCCN3S(=O)(=O)c3cccc(F)c3)o2)cn1 (stereo not drawn)	3	10
12	0	-14	-33	1	-3	-5	CN(CC(=O)Nc1cccc(C(F)(F)F)c1)Cc1nc2ccccc2c(=O)[nH]1	-2	2
13	3	70*	11	-1	-1	-1	Cc1c(C)n(-c2ccccc2)c2ncn(CC(=O)NCCCc3ccccc3)c(=O)c12	-7	-2
14	-1	-4	-62	1	4	3	CC(=O)Nc1ccc(Nc2cc(N3CCCCC3)nc(C)n2)cc1	0	6
15	-7	-203	-14	-109	-185	i	Nc1nc(-c2ccc[nH]2)cs1	-137	-254
16	-5	5	44*	-5	-38	-254	COc1ccc(OCc2nc(-c3ccc(N4CCCCCC4)nc3)no2)cc1	0	-16
17	2	19	23	4	10	28	Cn1nc(C(=O)NCCc2ccco2)c2c1-c1ccsc1CC2	-23	24
18	5	37*	21	3	14	24	COc1ccc(-c2noc(NCCc3ccccc3)n2)cc1	-9	15
19	-7	-34	-9	-4	-16	-27	CC(=O)N1CCN(c2nc3c(s2)CC(C(=O)Nc2cccc(C)c2)CC3)CC1 (stereo not drawn)	·	-9
20	0	-13	-76	3	7	0	O=C(c1ccc(F)cc1)N1C[C@@H]2CCN(c3ncccn3)C[C@@H]2C1	3	3
21	0	8	6	1	8	-45	CCc1cc(C2CCCN2S(=O)(=O)c2ccc3c(c2)OCCN3C(C)=O)on1 (stereo not drawn)	3	39*
22	0	2	-2	2	5	9	O=C(c1ccc(N2C(=O)CCS2(=O)=O)cc1)N1CCN(c2ccc(F)cc2)CC1	0	6
23	-2	-3	-1	0	7	-6	Cc1nnc(-c2coc(S(=O)(=O)N3CCCC(C)C3)c2)o1 (stereo not drawn)	-1	2
24	5	11	15	3	13	29	CCOc1ccc(C(=O)CN2C(=O)c3ccccc3OC(C)C2=O)cc1 (stereo not drawn)	4	10
25	-5	-2	-6	-4	-21	-101	CCOc1ccccc1NC(=O)CCc1nc2ccccc2s1	-10	-20
26	0	-40	-64	-10	-29	-161	c1cc(CN2CCCn3nnc(Cn4ccnc4)c3C2)ccn1	-5	-39
27	4	0	1	-2	0	5	Cc1nc(-c2ccc(NC(=O)c3ccc(Cl)cc3)cc2)cs1	0	-6
28	2	5	8	0	11	17	Cc1ccc(S(=O)(=O)N2C(=O)CCC2C(=O)N2CCC(C)CC2)cc1 (stereo not drawn)	-1	4
29	2	29	-58	-1	6	17	O=C(NC1CC1)c1cccn1Cc1noc(-c2ccc(Cl)cc2)n1	-84	5
30	-9	-77	-7	-5	-45	-229	CCOc1ccc(Br)cc1S(=O)(=O)Nc1nc2ccccc2nc1Nc1ccc(OC)cc1OC	0	-77

# Shown as a hit in USP28 inh, among the entries above:
entry	USP10 block	USP17 inh	USP8 block	UCHL1 block	OTUD3 inh	USP30 block	molecule	USP7 inh	USP28 inh
3	9	13	14	5	22	39*	c1ccc2c(-c3nc(C4CC4)no3)nnc(NC3CCCC3)c2c1	4	36*
21	0	8	6	1	8	-45	CCc1cc(C2CCCN2S(=O)(=O)c2ccc3c(c2)OCCN3C(C)=O)on1 (stereo not drawn)	3	39*

# (continued)
entry	USP10 block	USP17 inh	USP8 block	UCHL1 block	OTUD3 inh	USP30 block	molecule	USP7 inh	USP28 inh
31	1	0	-10	4	1	14	O=C(Cc1ccccc1)N1CCc2nc(C(=O)N3CCCCC3)sc2CC1	2	0
32	0	6	2	2	7	11	CCCC(=O)N1CCN(c2c(C)n(-c3ccccc3)c(=O)n(C)c2=O)CC1	7	7
33	0	3	5	-2	5	13	NC(=O)C1CCN(C(=O)Cn2c(=O)n(-c3ccc(Cl)cc3)c(=O)c3ccccc32)CC1	-20	1
34	2	3	-5	0	-10	-19	COc1cccc(-c2cc(C(=O)Nc3cccc(C)c3)[nH]n2)c1	-5	-15
35	4	-1	-21	0	1	-2	COc1ccc(N(Cc2cc3cc(OC)ccc3[nH]c2=O)S(=O)(=O)c2ccccc2)cc1	2	-4
36	-2	-10	-10	-1	-4	-23	Nc1ncc(-c2cccc(Cl)c2)c(C2CCCCN2)n1 (stereo not drawn)	-5	-15
37	13	64*	28	9	15	28	COc1ccc(CNC(=O)C(C)n2nc(-c3ccco3)c(-c3cc(C)no3)cc2=O)cc1 (stereo not drawn)	14	23
38	5	16	6	0	6	31*	Cc1cc(=O)n2[nH]c(CNc3cccc(C(F)(F)F)c3)nc2n1	7	10
39	2	8	-12	-2	-3	46*	Cc1cc(Nc2cccc(C(=O)Nc3ccccc3C)c2)n2nc(-c3cccnc3)nc2n1	0	25
40	-7	1	-9	-7	-19	-56	CCc1ccccc1NC(=O)NC1CCN(c2nc3cccnc3n(CC)c2=O)CC1	-2	-18
41	1	-13	-45	-2	-3	0	Cc1ccc2oc(SCC(=O)Nc3ccccc3F)nc2n1	2	-6
42	-5	9	11	2	3	19	O=C(c1cccc(Cl)c1)N1CCCC(c2nnc(-c3ccccc3)o2)C1 (stereo not drawn)	-9	5
43	3	7	-2	1	13	20	Clc1ccc(Oc2ncccc2-c2nc3ccccc3s2)cc1	3	6
44	2	14	-6	0	-5	8	Cc1onc(-c2ccccc2)c1C(=O)N[C@H]1[C@H](O)[C@H](O)C[C@@H]1c1ccccc1	-12	-6
45	4	-10	-7	3	-6	-2	Cc1ccc2sc(N3CCN(C(=O)C4CCCCC4)CC3)nc2c1C	-132	-11
46	-1	43*	1	0	2	-1	CSc1cccc(NC(=O)CCc2nc3c(C)nn(-c4ccccc4)c3n(C)c2=O)c1	3	-1
47	0	18	20	1	11	21	Cc1ccc2c(c1)-c1c(c(C(=O)N(C)c3ccccc3F)nn1C)CS2	-1	13
48	-1	-6	-2	-3	-5	-18	COc1cccc(S(=O)(=O)N2CCC(c3nc(-c4cccnc4)no3)CC2)c1	-2	-8
49	2	10	4	4	0	-14	Cc1cccc(N(C)S(=O)(=O)c2ccc(-c3cnc(C)o3)cc2)c1	3	0
50	1	-1	-1	-6	-5	-15	O=C(c1cccnn1)N1CCC[C@@]2(C[C@@H](Oc3cccc(F)c3)CO2)C1	0	-4
51	8	-18	-13	3	0	-34	CCN(CC)S(=O)(=O)c1cc(C(=O)Nc2ccccc2Cc2ccccc2)ccc1C	6	-6
52	-1	4	15	4	4	-3	O=C(NC1CCCC1)C1CCCN(S(=O)(=O)N2CCCCC2)C1 (stereo not drawn)	5	5
53	-13	62*	4	-5	15	70*	Cc1c(O)c(O)c(O)c(C=O)c1C=O	-85	68*
54	0	-14	-15	-4	-9	0	Cn1c(=O)c2c(nc(CN3CCN(CCO)CC3)n2CCCc2ccccc2)n(C)c1=O	-3	-16
55	-6	13	21	2	-16	24	CCOc1ccccc1Nc1cc(C)nc2nc(-c3ccco3)nn12	3	8
56	1	-12	-11	0	-5	-8	CSc1ncccc1C(=O)Nc1ccnn1Cc1ccccc1	3	-9
57	3	56*	9	2	3	22	O=C(NCc1ccc2c(c1)OCO2)c1nnc(Cc2ccc(F)cc2)o1	6	5
58	-3	-1	19	0	-1	0	Cc1cc(-c2cncnc2C2CCCN(Cc3ccncc3)C2)on1 (stereo not drawn)	3	5
59	2	-1	-9	5	-11	-31	FC(F)(F)c1cccc(-c2cnc3sc(NCCc4ccccn4)nn23)c1	12	-12
60	-6	-4	-5	-3	0	5	Cc1ccc(C(=O)Nc2cnc(N3CCOCC3)nc2)cc1C	-7	40*

# The results go on:
entry	USP10 block	USP17 inh	USP8 block	UCHL1 block	OTUD3 inh	USP30 block	molecule	USP7 inh	USP28 inh
61	29	18	16	-3	20	73*	Cc1cc(=O)n(CC(=O)Nc2ccccc2C)c(Nc2ccc(F)cc2)n1	5	4
62	-4	-5	-8	2	1	13	Cc1ccc2oc(C(=O)NCC3(N4CCN(C)CC4)CCCCC3)c(C)c2c1	-3	8
63	-7	14	-97	0	-15	-29	CC(Oc1ccc(Cl)cc1Cl)C(=O)OCC(=O)Nc1ccc2[nH]c(=O)[nH]c2c1 (stereo not drawn)	-5	-21
64	2	0	-4	-2	-13	-15	COc1cccc(CCC(=O)NC2CCCc3ccccc32)c1OC (stereo not drawn)	-3	-14
65	1	5	-92	-3	-8	34*	O=C(Nc1ccccc1F)NC1CCCN(c2cc(-c3ccncc3)[nH]n2)C1 (stereo not drawn)	3	-11

# Bioassay records from PubChem BioAssay.
